Screening results deposited in PubChem by National Center for Advancing Translational Sciences (NCATS).
N370S GC – N370S glucocerebrosidase modulation, Gaucher chaperone candidate; N370S GC spleen homogenate, 4MU-glucoside fluorescence; Potency, µM (series often up to 59.4 µM), without a hit: at the highest dose activity change, negative = inhibition, actives largely listed as inhibitors; 0.092% of 330,000 active; AID 2101;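 further: 0% = full enzyme activity and -100% = no enzyme basal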
TDP1 inh – blocks human tyrosyl-DNA phosphodiesterase 1; AID 485290; recombinant TDP1, AlphaScreen DNA substrate cleavage; Potency, µM (doses to about 130 µM), for inactives: top-dose activity change, negative = inhibition, most hits filed as inhibitors; 0.28% of 350,000 active; further: nearly all actives have a fitted effect of over 40% in size
Target sequence (Q9NUW8 whole entry, looked up): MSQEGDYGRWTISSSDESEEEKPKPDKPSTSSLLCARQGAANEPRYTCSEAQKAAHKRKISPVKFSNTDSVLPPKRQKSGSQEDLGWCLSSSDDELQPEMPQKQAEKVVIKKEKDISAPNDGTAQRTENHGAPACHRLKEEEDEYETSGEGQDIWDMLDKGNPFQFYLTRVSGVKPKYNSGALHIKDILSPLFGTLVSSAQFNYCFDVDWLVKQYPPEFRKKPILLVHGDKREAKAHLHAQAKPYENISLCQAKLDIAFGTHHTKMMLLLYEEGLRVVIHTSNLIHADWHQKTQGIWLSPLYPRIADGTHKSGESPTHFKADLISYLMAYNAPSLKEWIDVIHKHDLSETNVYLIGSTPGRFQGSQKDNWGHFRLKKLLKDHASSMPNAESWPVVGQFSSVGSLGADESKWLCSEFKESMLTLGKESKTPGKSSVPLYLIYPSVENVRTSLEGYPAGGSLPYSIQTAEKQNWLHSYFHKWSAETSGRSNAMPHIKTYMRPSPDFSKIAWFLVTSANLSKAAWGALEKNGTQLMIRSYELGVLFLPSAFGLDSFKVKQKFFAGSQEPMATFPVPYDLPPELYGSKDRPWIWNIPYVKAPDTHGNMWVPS
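Here, a 5' biotin and 3' phosphotyrosine-FITC DNA oligonucleotide reports Tdp1 activity: intact substrate bridges AlphaScreen beads, while cleavage leaves a 3' phosphate and drops signal. All incubations at room temperature.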
FEN1 inh – human FEN1 inhibition; Recombinant FEN1 flap cleavage, fluorescence, 15 min; 0.35% of 390,000 active; P39748; Potency, µM (top dose mostly 114 µM), inactives show top-dose activity change, negative = inhibition, hits mostly inhibitors; further: nearly all actives have a fitted effect of over 65% in size
Target sequence (P39748 whole entry, looked up): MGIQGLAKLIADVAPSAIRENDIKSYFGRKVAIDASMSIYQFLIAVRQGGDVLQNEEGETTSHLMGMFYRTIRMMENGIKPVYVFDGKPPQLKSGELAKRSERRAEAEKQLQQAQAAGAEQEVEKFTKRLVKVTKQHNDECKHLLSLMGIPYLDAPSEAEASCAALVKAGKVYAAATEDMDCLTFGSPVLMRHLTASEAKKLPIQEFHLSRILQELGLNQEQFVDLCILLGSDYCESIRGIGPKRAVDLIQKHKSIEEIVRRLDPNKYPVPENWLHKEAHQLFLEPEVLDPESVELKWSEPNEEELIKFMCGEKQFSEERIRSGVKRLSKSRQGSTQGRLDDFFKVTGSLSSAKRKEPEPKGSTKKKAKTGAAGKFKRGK
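FEN1 at 10 nM preincubated with compounds 15 min at room temperature, then flap DNA substrate added at 50 nM final. Signal read at 0 and 15 min; concentration-response fitted with four-parameter Hill equation.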
* hit, by the source's call; ? = inconclusive; nt = not tested or not shown; & = joins results of further samples; [ ] = another dose, or the depositor's remark. The call rests on the fitted dose curve; in most records, active means well fitted curve in the direction sought with a large enough effect; inconclusive means small, poorly fitted or top-dose-only effect, or another doubt; inactive means no such curve, though single readings can be large; an effect the other way counts as inactive or inconclusive. Unless noted, on the % scale 0 is the no-effect control and ±100 the full control effect; potency means the concentration at half of the fitted maximal effect.

1: CC(=O)Nc1ccc(OCC(=O)NCc2ccccc2)cc1
2: COc1ccc(N2CCN(C(=O)C(OC(C)=O)c3ccccc3)CC2)cc1 (stereo not drawn)
3: C=CCn1c(SC/C=C/c2ccccc2)nnc1-c1sc(N)nc1C
4: COc1ccc(-c2[nH]ncc2-c2ccc3c(c2)OCCO3)c(O)c1
5: Cc1ccc(NC(=O)CSc2nnc(CNC(=O)c3ccccc3F)o2)cc1
6: Cc1ccnc(NC(=O)CCC(=O)N(CC(=O)NCCc2ccccc2)Cc2ccco2)c1

assay / entry | 1 | 2 | 3 | 4 | 5 | 6
TDP1 inh | 6% | 4% | 5% | 4% | 8% | -5%
FEN1 inh | -20% | -2% | 36%[activator] | -10% | 12% | 0%
N370S GC | -17% | 4% | -7% | 10% | 15% | 0%

7: CCCC(=O)NC(=S)Nc1cc(-c2nc3ncccc3o2)ccc1C
8: Cc1cccc(N2C(=O)CC(N3CCN(c4cccc(C(F)(F)F)c4)CC3)C2=O)c1 (stereo not drawn)
9: COc1ccc(CCn2c(C)cc(C(=O)CSc3nnc(N)s3)c2C)cc1
10: Cc1ccc(C)c(NC(=O)Cn2c(=O)n(-c3ccccc3C)c(=O)c3c2c2cc(C)ccc2n3C)c1
11: O=C(Nc1cc(Cl)ccc1-n1cncn1)c1cn2ccccc2n1
12: C=CCNC(=O)NS(=O)(=O)c1ccc(C)cc1

assay / entry | 7 | 8 | 9 | 10 | 11 | 12
TDP1 inh | 3% | 2% | 6% | 3% | -4%[0.505 µM] | 3%
FEN1 inh | -8% | -24% | -10% | 17% | 5% | 4%
N370S GC | -8% | 13% | -7%[2.35 µM] | nt | -5% | -14%

13: O=C(NC(=O)c1ccccc1)OCC(F)(F)F
14: Cc1ccc(O)c(NC(=O)c2cc(-c3ccco3)on2)c1
15: Cc1ccccc1CN1C(=O)C2(OCCCO2)c2ccccc21
16: O=C(CS(=O)(=O)c1cccc2nsnc12)Nc1ccc(F)cc1F
17: O=C(OCC(=O)N1CCN(S(=O)(=O)c2ccc(Cl)cc2)CC1)c1cccc(OC(F)F)c1
18: O=C(N/N=C/c1cccc([N+](=O)[O-])c1)c1ccc2nc[nH]c2c1

assay / entry | 13 | 14 | 15 | 16 | 17 | 18
TDP1 inh | 4% | 8% | 3% | -5% | -2% | 1%
FEN1 inh | 8% | 1% | -4% | 14% | -3% | 4%
N370S GC | -2% | 1% | 10% | nt | -7% | 5%

19: CC1=C(C(=O)OCc2ccccc2)N2C(=O)[C@@H](NC(=O)COc3ccccc3)[C@H]2SC1
20: CCOc1ccc(CCNC(=O)c2ccc(NC3=NC4CS(=O)(=O)CC4S3)cc2)cc1 (stereo not drawn)
21: CN(C)C(CNC(=O)c1ccc2c(=O)n(-c3ccccc3F)c(=S)[nH]c2c1)Cc1ccccc1 (stereo not drawn)
22: CC(C)(C)c1ccc(N2C[C@@H](COc3ccc(C(=O)O)cc3)CC2=O)cc1
23: COc1ccc(-c2c(-c3ccccc3OC)sc3ccccc23)cc1OC
24: Cc1cc(C)n(/N=C/c2ccccc2)c(=O)c1C#N

assay / entry | 19 | 20 | 21 | 22 | 23 | 24
TDP1 inh | nt | 1% | 3% | 9% | nt | 5%
FEN1 inh | -2%&18% | -7% | 0% | nt | -9% | -3%
N370S GC | 6% | -23% | -12% | -17% | 4% | 1%

25: O=C(O)C(Cc1ccccc1)N1C(=O)c2ccccc2C1=O (stereo not drawn)
26: N#Cc1ccccc1S(=O)(=O)N1CCN(Cc2c(O)ccc3ccccc23)CC1
27: Cc1nc(N)c(C#N)c(-c2ccccc2Cl)c1C
28: Cc1ccc2nc(-c3ccc(NC(=O)c4ccccc4S(C)(=O)=O)cc3)sc2c1
29: CCOC(=O)c1c(C)oc2ccc(O)c(CN(C)C)c12
30: O=C(Nc1ccccc1C(=O)N1CCN(CCO)CC1)c1cccc([N+](=O)[O-])c1

assay / entry | 25 | 26 | 27 | 28 | 29 | 30
TDP1 inh | 4% | 1%[56.1 µM] | 0% | 3% | 3% | 5%
FEN1 inh | -10% | -6% | 2% | -21% | 6% | -1%
N370S GC | 5% | nt | 5% | nt | 2% | -3%

31: CCC(=O)N1CCc2cc(Br)cc(S(=O)(=O)N3CCCC(C(=O)Nc4cc(C)ccc4OC)C3)c21 (stereo not drawn)
32: CC(=O)c1cccc(NC(=O)C2CCN(S(=O)(=O)c3ccc(C)cc3)CC2)c1
33: CN(c1ccccc1)c1ccc(/C=N/N2CCOCC2)cc1
34: Cn1c(=O)cc(C(=O)N/N=C/c2ccc(Cl)cc2)[nH]c1=O
35: NS(=O)(=O)c1ccc(CNC(=O)c2sccc2-c2ccccc2)cc1
36: OCCC1CN(Cc2cnn(-c3ccccc3Cl)c2)CCN1Cc1ccsc1 (stereo not drawn)

assay / entry | 31 | 32 | 33 | 34 | 35 | 36
TDP1 inh | 4% | 1% | 5% | 9% | 1% | 5%
FEN1 inh | -14% | -4% | -10% | 14% | 4% | 2%
N370S GC | nt | 3% | -5% | 1% | 1% | -2%

37: O=C(CCc1nnc2ccc(NCc3ccccc3)nn12)NC1CCCCC1
38: Cc1ccc(C(=O)NNC(=O)Cc2ccccc2)cc1
39: Cc1ccccc1OCC(O)CN1C(=O)c2ccccc2C1=O (stereo not drawn)
40: CCOC(=O)C1=C[C@@]2(CC)CCCN3CCc4c(n1c1ccccc41)C32 (stereo partly drawn)
41: O=C(CN1CCN(S(=O)(=O)c2ccccc2)CC1)N1CCc2ccccc21
42: Cn1c(Oc2ccc3c(c2)OCO3)nc2c1c(=O)n(Cc1ccccc1)c(=O)n2C

assay / entry | 37 | 38 | 39 | 40 | 41 | 42
TDP1 inh | 5% | -2% | nt | 11%[56.1 µM] | 1% | -12%
FEN1 inh | -15% | -6% | -2% | nt | -7% | 0%
N370S GC | 3% | 5% | -4% | -3% | nt | -11%

43: CC(CCc1ccccc1)NC(=O)CCNC(=O)Cn1ccc2ccccc2c1=O (stereo not drawn)
44: O=C(COCc1cc(-c2ccc3c(c2)OCO3)on1)N1CCN(c2ccccc2)CC1
45: COc1ccccc1N1CCN(C(=O)CCC(=O)N2CCN(c3ccccc3OC)CC2)CC1
46: CCN(CC)C(=O)C(=O)N/N=C/c1cccs1
47: CCCCCn1c(NC(=O)c2ccco2)c(S(=O)(=O)c2ccc(C)cc2)c2nc3ccccc3nc21
48: CCc1cccc(C)c1N1C(=O)CN(Cc2ccccc2)C1=S

assay / entry | 43 | 44 | 45 | 46 | 47 | 48
TDP1 inh | -1% | 7%&5% | nt | -5% | 4% | nt
FEN1 inh | -5% | -8%&0% | -4% | -1% | -10% | -9%
N370S GC | 7% | 16% | 1% | nt | 15% | 4%

Looked up by compound from the entries so far:
45: COc1ccccc1N1CCN(C(=O)CCC(=O)N2CCN(c3ccccc3OC)CC2)CC1
48: CCc1cccc(C)c1N1C(=O)CN(Cc2ccccc2)C1=S
44: O=C(COCc1cc(-c2ccc3c(c2)OCO3)on1)N1CCN(c2ccccc2)CC1
43: CC(CCc1ccccc1)NC(=O)CCNC(=O)Cn1ccc2ccccc2c1=O (stereo not drawn)
46: CCN(CC)C(=O)C(=O)N/N=C/c1cccs1
47: CCCCCn1c(NC(=O)c2ccco2)c(S(=O)(=O)c2ccc(C)cc2)c2nc3ccccc3nc21

assay / entry | 45 | 48 | 44 | 43 | 46 | 47
TDP1 inh | nt | nt | 7%&5% | -1% | -5% | 4%
FEN1 inh | -4% | -9% | -8%&0% | -5% | -1% | -10%
N370S GC | 1% | 4% | 16% | 7% | nt | 15%

Carrying on:
49: CCCNC(=O)N1[C@H](c2cccs2)[C@@H](C)C(=O)[C@@H](C)[C@@H]1c1cccs1
50: CCOCCCN(C(=O)Cn1nnc2ccccc21)C(C(=O)NCc1ccco1)c1ccncc1 (stereo not drawn)
51: CCN(CC)CCNC(=O)C1c2ccccc2Oc2ccccc21
52: COc1ccccc1Nc1nc(-c2ccc(F)cc2)c2c(n1)-c1ccccc1OC2
53: Clc1ccc(-c2nc3cnccn3c2NC2CCCC2)cc1
54: CN1C2CCC1CC(NC(=O)c1ccc(Cl)cc1)C2 (stereo not drawn)

assay / entry | 49 | 50 | 51 | 52 | 53 | 54
TDP1 inh | 0% | 5% | nt | 3% | 4% | 4%
FEN1 inh | -3% | 11% | -3% | 4% | -12% | 8%
N370S GC | nt | 0% | 0% | nt | -6% | 2%

55: COCCn1c(NC(=S)NC(=O)C2CC2)cc(=O)[nH]c1=O
56: O=C(CCNc1ccc(Cc2ccncc2)cc1)c1ccc([N+](=O)[O-])cc1
57: COc1ccc(S(=O)(=O)N2CCOCC2)cc1
58: Fc1ccc2[nH]c3c(N4CCSCC4)ncnc3c2c1
59: COc1cccc(NC(=O)Cn2c(CCC(=O)O)ccc2-c2ccc(Cl)cc2)c1
60: C=CCC[C@@H](Cc1ccc(F)cc1)C(=O)OC[C@@H]1CCCN1C(=O)[C@@H](CC=C)CC(=O)N(CCO)Cc1ccccc1

assay / entry | 55 | 56 | 57 | 58 | 59 | 60
TDP1 inh | 3% | 11% | 0% | 4% | 7% | 2%
FEN1 inh | -5% | -5% | -3% | -28% | 1% | -33%
N370S GC | -2% | -3% | nt | 5% | 3% | nt

61: O=S(=O)(NCC1CCCO1)c1ccc(S(=O)(=O)N(Cc2ccc(F)cc2)Cc2ccccn2)cc1 (stereo not drawn)
62: Cc1cc(OCc2nn[nH]n2)c2c(-c3ccccc3)cc(=O)oc2c1
63: CCc1c(C)nc2ncnn2c1N1CCCC(C(=O)NCc2cccs2)C1 (stereo not drawn)
64: CSc1nc(N)c2c(C)c(C)sc2n1
65: COC(=O)c1c(NC(=O)COC(=O)c2ccc(Cl)nc2)sc(C)c1C
66: CN1CCN(C(=O)C23CC4CC(C)(CC(C)(C4)C2)C3)CC1

assay / entry | 61 | 62 | 63 | 64 | 65 | 66
TDP1 inh | 0% | 4% | 4% | 0% | -4% | 7%
FEN1 inh | -2% | 0% | -7% | 2% | -10% | 0%
N370S GC | -13% | -3% | -8% | 23% | 0% | 3%

Three compounds already listed, ordered by heavy-atom count, low to high.
64: CSc1nc(N)c2c(C)c(C)sc2n1
66: CN1CCN(C(=O)C23CC4CC(C)(CC(C)(C4)C2)C3)CC1
63: CCc1c(C)nc2ncnn2c1N1CCCC(C(=O)NCc2cccs2)C1 (stereo not drawn)

assay / entry | 64 | 66 | 63
TDP1 inh | 0% | 7% | 4%
FEN1 inh | 2% | 0% | -7%
N370S GC | 23% | 3% | -8%

(listing goes on)
67: CCOC(=O)c1cnc(SCc2nc(N)nc(Nc3ccc(OC)cc3)n2)nc1N
68: COc1ccc(CC(=O)OCC(=O)c2ccc(OC)cc2)cc1
69: Cc1cc(C)cc(Oc2nn[nH]n2)c1
70: Cc1ccc(N(Cc2cccs2)C(=O)c2ccco2)cc1
71: Cc1ccccc1N1CCN(S(=O)(=O)c2nnc(NC(=O)c3ccc(F)cc3)s2)CC1
72: Cn1cc(S(=O)(=O)N2CCCCCC2)cc1C(=O)N1CCN(c2cccc(C(F)(F)F)c2)CC1

assay / entry | 67 | 68 | 69 | 70 | 71 | 72
TDP1 inh | 4% | 4% | 6% | -4% | 5% | 5%
FEN1 inh | 2% | 6% | -11% | 15% | -1% | -6%
N370S GC | 7% | -23% | 11% | nt | 1% | nt

73: CCCS(=O)(=O)c1nc(S(=O)(=O)c2ccc(C)cc2)c(N2CC(C)OC(C)C2)s1 (stereo not drawn)
74: Cc1ccc(C)c(CN2C(=O)C(=O)c3ccccc32)c1
75: Cc1ccc(SC(C)C(=O)Nc2ccncc2)cc1 (stereo not drawn)
76: N=C(N)SCc1cn(-c2ccccc2)nc1-c1ccc(Br)cc1
77: CNS(=O)(=O)c1cn(CC(=O)Nc2ccc(F)cc2F)cc1S(=O)(=O)NC
78: CC(C)CNC(=O)c1ccccc1NC(=O)CCSc1ccccc1

assay / entry | 73 | 74 | 75 | 76 | 77 | 78
TDP1 inh | 4% | -3% | 3% | 3% | 8% | 0%
FEN1 inh | 3% | 9% | -11% | 0% | 16% | -12%
N370S GC | -2% | nt | -26% | -23% | nt | 5%

79: CCN(C(=O)COC(=O)c1oc2ccc(OC)cc2c1C)C1CCS(=O)(=O)C1 (stereo not drawn)
80: CCCn1c2ccccc2c2nnc(SCCN3CCOCC3)nc21
81: CCOc1ccc(N(CC)S(=O)(=O)N2CCCC(C(=O)NCc3ccccc3OCC)C2)cc1 (stereo not drawn)
82: Cc1ccc2c(=O)c(C(=O)c3ccccc3)cn(CC(=O)Nc3ccc(C)c(Cl)c3)c2n1
83: CCSc1cc(N2CCCC2)nc(-c2ccccc2Cl)n1
84: Nc1cc(N)nc(SCC(=O)c2ccccc2)n1
85: CCN(Cc1ccccc1)C(=O)COC(=O)Cn1cnc2ccccc21
86: CN(C)/C=N/c1cc(=O)n(Cc2ccccc2)c(=O)n1C
87: COc1ccc(C(=O)N/C(=C\c2ccco2)C(=O)NCc2ccco2)cc1

assay / entry | 79 | 80 | 81 | 82 | 83 | 84 | 85 | 86 | 87
TDP1 inh | -11% | 5% | 8% | 0% | 0% | 1% | 3% | 3%&1% | 1%
FEN1 inh | -1% | -8% | 3% | 22% | 5% | -6% | 2% | -1% | 4%
N370S GC | -3% | 5% | nt | nt | ? | 5% | -6% | -4%&3% | -7%

Compounds were not picked by outcome, and some 0.53% of all compounds hit somewhere here.
